Assay outcomes deposited in PubChem by National Center for Advancing Translational Sciences (NCATS).
RGS4 inh – Inhibitors of Regulator of G Protein Signaling (RGS) 4: qHTS; Potency, µM (highest dose often 114 µM), inactives show at the highest dose activity change, negative = inhibition, most hits filed as inhibitors; Regulator of G-protein signaling 4 (Homo sapiens), P49798; hit rate 0.039% among 390,000; Transcreener GDP fluorescence polarization, RGS4-accelerated GTP hydrolysis; further: on the % scale 0 is the no-effect control and ±100 the full control effect; nearly all actives have a fitted effect of over 75% in size; some results filed as inactive show a strong effect at the top dose
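MLSMR compounds (23 nl, pin-transferred) preincubated 10 min at room temperature with a 500nM (2x) first reagent, then RGS4 at 900nM (2x) plus Transcreener GDP mix added; fluorescence polarization (620/688 nm) read before and after 90 min at 30 °C.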
GLS inh – qHTS for Inhibitors of Glutaminase (GLS); Glutaminase kidney isoform, mitochondrial (Homo sapiens), O94925; Potency, µM (series often up to 45.5 µM), for inactives: at the highest dose activity change, negative = inhibition, actives largely listed as inhibitors; GLS enzymatic activity, qHTS titration; hit rate 0.21% among 410,000; further: on the % scale 0 is the no-effect control and ±100 the full control effect
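Glutamate formation by hKGA was monitored fluorometrically using coupled glutamate oxidase, HRP and Amplex Red. Substrate was added as 1 mM L-glutamine solution; incubation was 30 min at RT after an initial read.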
TrxR1 inh – qHTS Assay for Inhibitors of Mammalian Selenoprotein Thioredoxin Reductase 1 (TrxR1): qHTS. recombinant rTrxR1, NADPH fluorescence consumption, selenite substrate. Potency, µM (doses to about 114 µM), for inactives: at the highest dose activity change, negative = inhibition, usual class: inhibitors. hit rate 1% among 390,000. AID 588453, 2011; further: on the % scale 0 is the no-effect control and ±100 the full control effect; nearly all actives have a fitted effect of over 65% in size
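Rat TrxR1 (90 nM in the dispensed reagent) was pre-reduced with 400 uM NADPH for 5 min at room temperature, then incubated with compound for 15 min. After 400 uM selenite was added, NADPH fluorescence (Ex 340/Em 450 nm) was followed for 8 min.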
ERG Ets-DNA blk – qHTS for Small Molecule Inhibitors of the ERG Ets/DNA interaction. Potency, µM (doses to about 76.9 µM), without a hit: top-dose FP activity, negative = inhibition, most hits filed as inhibitors. hit rate 0.028% among 370,000. fluorescence polarization, His-ERG Ets domain / labelled DNA. AID 624246, 2012; active means well fitted inhibition curve with a large enough effect in the polarisation, with a control signal flat; inconclusive means small, poorly fitted or top-dose-only effect, or effect the other way, or a change in a side signal; inactive means no such curve, though single readings can be large or run the other way; the % refers to the polarisation;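 further: polarization taken with two DNA probes labelled with fluorescein and Texas red; % of control where 0% means no effect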
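His-tagged ERG Ets domain (1 uM in the protein solution; 300mM KCl, 50mM Tris-HCl, 1mM EDTA, 1mM DTT, pH 7.5) received compound, then a probe mix of 5 nM fluorescein-DNA and 100nM Texas-615-DNA. Fluorescence polarization was read for both dyes.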
Pin1 inh – qHTS Assay to Find Inhibitors of Pin1; Potency, µM (top dose mostly 115 µM), for the others: at the highest dose activity, negative = inhibition, most hits filed as inhibitors; hit rate 0.009% among 390,000; Peptidyl-prolyl cis-trans isomerase NIMA-interacting 1 (Homo sapiens), Q13526; Pin1 FP peptide displacement, HiFluor488, 10 min; active means well fitted inhibition curve with a large enough effect in the polarisation, with a control signal flat, not every such curve was filed as active; inconclusive means small, poorly fitted or top-dose-only effect, or effect the other way, or a change in a side signal; inactive means no such curve, though single readings can be large or run the other way; the % refers to the polarisation; further: on the % scale 0 is the no-effect control and ±100 the full control effect
Tb PGK inh – qHTS Assay to Find Inhibitors of Phosphoglycerate Kinase. AID 602233, 2012. PGK/GAPDH coupled, Kinase-Glo luminescence, 60 min. hit rate 0.043% among 380,000. Phosphoglycerate kinase, glycosomal (Trypanosoma brucei brucei), P07378. Potency, µM (titrated, usually from 57.5 µM), without a hit: at the highest dose activity change, negative = inhibition, hits mostly inhibitors; further: on the % scale 0 is the no-effect control and ±100 the full control effect; nearly all actives have a fitted effect of over 60% in size
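Recombinant glycosomal PGK reaction used 1,3-bisphosphoglycerate generated in-well by GAPDH (100nM final) in 100mM TEA pH 7.6, 5mM MgCl2, 0.01% Tween-20. After 60 minutes at room temperature, ATP was read by Kinase-Glo Plus luminescence end-point.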
ALOX12 inh – Primary qHTS assay for inhibitors of human arachidonate 12S-lipoxygenase (ALOX12): Round 2. Polyunsaturated fatty acid lipoxygenase ALOX12 (Homo sapiens), P18054. purified 12hLO, xylenol orange hydroperoxide absorbance. Potency, µM (series often up to 108 µM), for inactives: at the top dose activity change, negative = inhibition, actives largely listed as inhibitors. hit rate 1.1% among 580,000. AID 1671190, 2021; further: on the % scale 0 is the no-effect control and ±100 the full control effect
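Hydroperoxide product was detected by ferrous iron/xylenol orange as the 573 to 405 nm absorbance ratio. Arachidonic acid at 40 uM (final) was turned over for 30 min at room temperature by 150 nM human 12hLO, pH 7.0 Hepes buffer, after 15 min compound preincubation.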
HP1b chromo inh – HTS for Inhibitors of HP1-beta Chromodomain Interactions with Methylated Histone Tails. Potency, µM (doses to about 114 µM), without a hit: at the top dose activity change, negative = inhibition, most hits filed as inhibitors. AlphaScreen HP1-beta / biotin-H3K9me3 peptide binding. Chromobox protein homolog 1 (Homo sapiens), P83916. hit rate 0.56% among 390,000; further: nearly all actives have a fitted effect of over 70% in size; inactives centre near 23
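AlphaScreen: HP1-beta (50 nM) preformed 30 min with biotin-H3(1-18)K9me3 peptide (50 nM) in PBS pH 7.4, 0.01% Tween-20. Compound added for 30 min at RT, then streptavidin donor/nickel chelate acceptor beads (10 ug/mL) for 30 min.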
JMJD2A Tudor inh – qHTS Assay for Inhibitors of JMJD2A-Tudor Domain. AlphaScreen JMJD2A-Tudor / H3K4me3 peptide binding. Potency, µM (titrated, usually from 114 µM), for inactives: top-dose activity change, negative = inhibition, most hits filed as inhibitors. hit rate 4.4% among 390,000. AID 504339, 2011; further: on the % scale 0 is the no-effect control and ±100 the full control effect; nearly all actives have a fitted effect of over 50% in size
Target sequence (O75164 whole entry, looked up, the tested form may be a part): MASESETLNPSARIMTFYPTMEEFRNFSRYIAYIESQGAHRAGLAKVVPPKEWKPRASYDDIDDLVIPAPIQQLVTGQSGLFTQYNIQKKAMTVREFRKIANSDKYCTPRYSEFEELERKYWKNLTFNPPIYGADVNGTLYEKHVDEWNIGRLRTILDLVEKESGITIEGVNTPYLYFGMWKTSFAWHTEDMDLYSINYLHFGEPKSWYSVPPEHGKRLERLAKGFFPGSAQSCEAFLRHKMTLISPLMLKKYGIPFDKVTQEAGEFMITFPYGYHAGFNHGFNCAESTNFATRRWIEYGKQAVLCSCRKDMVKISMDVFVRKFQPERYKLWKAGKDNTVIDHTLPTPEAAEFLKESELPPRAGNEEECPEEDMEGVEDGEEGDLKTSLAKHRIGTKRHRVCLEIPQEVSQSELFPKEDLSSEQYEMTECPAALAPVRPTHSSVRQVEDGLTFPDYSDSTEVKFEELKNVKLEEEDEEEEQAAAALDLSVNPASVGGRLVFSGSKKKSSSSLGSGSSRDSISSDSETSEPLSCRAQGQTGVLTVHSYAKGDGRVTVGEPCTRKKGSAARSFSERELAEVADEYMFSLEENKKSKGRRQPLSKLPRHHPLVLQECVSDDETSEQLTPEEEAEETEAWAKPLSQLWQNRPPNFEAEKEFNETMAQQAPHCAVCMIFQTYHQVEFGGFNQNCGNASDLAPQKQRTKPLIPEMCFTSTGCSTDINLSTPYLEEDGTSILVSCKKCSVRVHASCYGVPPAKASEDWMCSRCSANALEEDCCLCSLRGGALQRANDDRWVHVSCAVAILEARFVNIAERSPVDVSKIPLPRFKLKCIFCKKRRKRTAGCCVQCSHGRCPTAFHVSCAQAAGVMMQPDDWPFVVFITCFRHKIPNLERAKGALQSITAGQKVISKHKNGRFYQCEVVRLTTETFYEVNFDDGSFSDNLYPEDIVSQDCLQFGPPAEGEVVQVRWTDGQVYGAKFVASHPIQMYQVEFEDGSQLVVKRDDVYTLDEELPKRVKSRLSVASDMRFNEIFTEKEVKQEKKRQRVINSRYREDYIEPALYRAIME
Starred values were filed as active, the others as inactive; i = inactive; ? = inconclusive; / = no result given; [ ] = remark or other dose. Unless noted, the call rests on the fitted dose curve; in most records, active means well fitted curve in the direction sought with a large enough effect; inconclusive means small, poorly fitted or top-dose-only effect, or another doubt; inactive means no such curve, though single readings can be large; an effect the other way counts as inactive or inconclusive. Potency means the concentration at half of the fitted maximal effect. An excerpt; the hit share may differ from the screen's.

SMILES	RGS4 inh	GLS inh	TrxR1 inh	ERG Ets-DNA blk	Pin1 inh	Tb PGK inh	ALOX12 inh	HP1b chromo inh	JMJD2A Tudor inh
COc1ccc(NC(=O)c2nc3nccc(C)n3n2)cc1S(=O)(=O)N1CCOCC1	-15%	-12%	-22%	0%	2%	-3%	-1%	7%	-35%
Cc1ccc(COCCN2CCN(S(=O)(=O)c3ccc(C)cc3)CCC2=O)cc1	11%	8%	23%[57.1 µM]	12%	-6%	-3%	?	26%	-17%
O=C(CSc1ccc(-c2cccs2)nn1)NCCc1ccccc1	25%	-3%	17%[57.1 µM]	7%	-1%	-1%	-4%	11%	-14%
O=C(/C=C/Sc1ccc(C(F)(F)F)cn1)c1ccccc1	-36%	-4%	1.3µM*	-13%	-8%	-7%	?	62%[activator]	4%
CCN(CC(=O)Nc1cccc(OC)c1)CC(=O)Nc1cccc2ccccc12	-17%	0%	16%	10%	2%	i	92%[activator]	36%	-16%
CCOC(=O)c1sc(NC(=O)CC2OC(=O)c3ccccc32)nc1C (centres undefined)	15%	1%	-1%	5%	2%	-9%	2%	17%	-6%
CC(C)NC(=O)C1(O)c2ccccc2NC(=O)N1c1ccc(Cl)c(Cl)c1 (centres undefined)	-6%	5%	7%[57.1 µM]	7%	-2%	-5%	-10%	33%[activator]	-16%
CCCOC(=O)CN1C(=O)c2ccc(C(=O)OCCC)cc2C1=O	-10%	-9%	8%	-9%	-4%	-6%	6%	41%[activator]	12%
Cc1cc(-c2c(C)[nH]n(-c3ccccc3)c2=O)n[nH]1	-1%	6%	?	14%	5%	6%	0%	23%	?
Oc1ccc(C=Nc2ccccc2-c2nc3ccccc3[nH]2)cc1	-12%	1%	74%[activator]	/	-3%	i	6%	54%[activator]	13%
Cc1cc(C)cc(-n2nc(C)cc2N)c1	25%	-5%	67%[activator]	-3%	5%	-1%	-12%	2%	-3%
CCc1ccc(NC(=O)Cn2nnc(-c3ccccc3N)n2)cc1	0%	-16%	7%	0%	-4%	-1%	-11%	29%	-8%
COc1ccccc1CNC(=O)c1cc(S(=O)(=O)N2CCN(c3ccccc3)CC2)ccc1Cl	?	-13%	16%	-30%[15.4 µM]	?	-2%	76%[activator]	14%	-20%
c1cnc(SCCOc2ccc3c(c2)CCC3)nc1	-18%	2%	4%	-7%	6%	-9%	2%	119%[activator]	89%[activator]
Cc1ccc(OCC(=O)Nc2ccc3nc(SCC(=O)Nc4ccc(C)cc4C)sc3c2)cc1	4%	-12%	27%	5%	0%	-1%	-20%	7%	-20%

Single values from the results shown.
ALOX12 inh, `O=C(CSc1ccc(-c2cccs2)nn1)NCCc1ccccc1` : -4%
ALOX12 inh, `CC(C)NC(=O)C1(O)c2ccccc2NC(=O)N1c1ccc(Cl)c(Cl)c1` (centres undefined) : -10%

Following part
SMILES	RGS4 inh	GLS inh	TrxR1 inh	ERG Ets-DNA blk	Pin1 inh	Tb PGK inh	ALOX12 inh	HP1b chromo inh	JMJD2A Tudor inh
Cc1[nH]c2ccccc2c1C(=O)C(=O)NCc1cccs1	7%	8%	-7%[57.1 µM]	0%	-3%	-4%	-8%	6%	-21%
C/C(=N\Nc1ccccn1)c1ccc(N2CCOCC2)cc1	-38%	17%	-5%	-3%	-5%	0%	0%	1%	?
CCC(C)Sc1ccc([C@H]2N[C@@](Cc3ccccc3)(C(=O)OC)[C@H]3C(=O)N(C)C(=O)[C@@H]23)cc1 (some centres undefined)	-9%	1%	-1%[57.1 µM]	-14%	6%	-9%	-1%	28%	-13%
Cc1ccccc1OCC(=O)N1CCN(C(=O)COc2ccccc2C)CC1	-1%	-1%	-1%	-4%	?	-3%	?	8%	-8%
O=C(CN1C(=O)NC2(CCCC2)C1=O)OCCOc1cccc(Cl)c1	-19%	-1%	6%	-4%	-1%	-7%	8%	28%	-15%
COc1ccccc1NC(=O)N(Cc1ccco1)Cc1cc2cccc(C)c2[nH]c1=O	-6%	-5%	3%	-4%	32%[activator]	-7%	2%	-11%	?
O=C(CCc1ccccc1)OCC(=O)c1ccc([N+](=O)[O-])cc1	-24%	-10%	6%	8%	2%	/	-16%	40%[activator]	-8%
CCn1c(=S)sc2c(=O)n(CC(=O)Nc3ccc(OC)cc3)c(C)nc21	-32%[56.9 µM]	2%	16%	11%	-1%	-1%	-1%	19%	-29%
Cc1c(C(=O)N2CCN(c3ccccn3)CC2)oc2ccccc12	32%	-1%	1%	-5%	1%	5%	-12%	23%	-3%
COc1ccc(OC)c(NC(=O)C(=S)NC2CCCCC2)c1	-8%	5%	7%	-10%	-1%	-4%	0%	-33%	?
Cc1ccc(-n2nc(C(=O)Nc3ccc(Br)cc3C)c(=O)n(C)c2=O)cc1	-7%	-12%	17%[57.1 µM]	-1%	-3%	11%	-12%	19%[57 µM]	-5%
CCN(CC)c1ccc(CNc2ccc3c(c2)ncn3C(C)(C)C)cc1	-9%	22%	-35%	8%	?	6%	0%	?	14µM*
CN(C)CCCn1c(N)c(S(=O)(=O)c2ccccc2)c2nc3ccccc3nc21	-6%	-23%	43%[activator][57.1 µM]	-2%	-6%	-5%	?	12%	0%
COc1ccccc1CNC(=O)CCNS(=O)(=O)/C=C/c1ccc(C)cc1	9%	-12%	13%	-18%	0%	i	-8%	26%	-9%
Cc1c(NC(=O)COc2cccc3c2OC(C)(C)C3)c(=O)n(-c2ccccc2)n1C	3%	-2%	-3%	-5%	-4%	-2%	-10%	31%	-13%
COc1cc(C(=O)Nc2ccc(Nc3ccccc3)cc2)cc(OC)c1OC	-19%	11%	3%	-9%	0%	-10%	22%	-21%	?
COC(=O)CCC(=O)NNC(=O)c1ccc(Cl)cc1Cl	-18%	-3%	20%	-4%	-2%	0%	18%	38%	-1%
CCOC(=O)c1cc(C(=O)Nc2ccc(C)c(F)c2)nn1C	-3%	-3%	22%	8%	-7%	-8%	-22%	29%	-16%
Cc1nc(SCC(=O)NC2CC2)c2c(C)c(C)sc2n1	13%	2%	2%	8%	-2%	2%	4%	13%[57 µM]	-14%
CCCN(C(=O)CSc1nnc2ccccn12)C1CCS(=O)(=O)C1 (centres undefined)	-7%	-3%	34%	1%	-14%	-6%	72%[activator]	24%	-11%
Cc1cccc(NC(=O)C2CC3CCC2C3)c1C (centres undefined)	13%	1%	6%	-4%	-2%	-8%	-3%	0%	-15%
CCC(=O)N1c2ccccc2CC1C(=O)NCCN1CCN(c2cc(Cl)ccc2C)CC1 (centres undefined)	-7%	-3%	10%[57.1 µM]	1%	-1%	-5%	-15%	1%	?
O=C(O)c1ccccc1NC1CCCCC1NS(=O)(=O)c1ccccc1 (centres undefined)	-4%	-4%	9%	-4%	-5%	1%	0%	45%[activator]	2%
CCC1Oc2ccc(C)cc2N(CC(=O)N2CCOCC2)C1=O (centres undefined)	-8%	2%	-18%	0%	-1%	-10%	-2%	-11%	-16%
CCOC(=O)c1cc(NC(=O)N2CCCCC2)c(C)nc1C	15%	-9%	-12%	-12%	-4%	1%	25%[57.4 µM]	46%[activator]	-7%
COC(=O)c1ccc(COC(=O)c2ccc(N(C)C)cc2)cc1	4%	-1%	16%	/	-1%	-3%	-1%	50%[activator]	13%
Cc1ccccc1-n1c(SCC(=O)N2CCCCC2)nc(O)cc1=O	-3%	5%	14%	2%	0%	3%	0%	26%	-2%
CN(C)CCNC(=O)c1ccc2c(=O)n3c(nc2c1)CCCCC3	-20%	0%	-11%	1%	0%	/	-5%	39%	2%
COc1cccc(C2/C(=C(/O)c3ccc4c(c3)CC(C)O4)C(=O)C(=O)N2c2nnc(C)s2)c1 (centres undefined)	-30%[11.4 µM]	11%	-28%	2%	-15%	-4%	-20%	8%	-34%
C[C@H](CO)N1C[C@H](C)[C@@H](CN(C)S(=O)(=O)c2ccccc2)Oc2ccc(NC(=O)CCN3CCOCC3)cc2C1=O	-13%	1%	-21%	1%	?	1%	-6%	46%[activator]	-16%
COc1cccc(CN2CC(C(=O)NC3(c4ccccc4)CC3)CCC2=O)c1 (centres undefined)	1%	-6%	-5%	-14%	-7%	0%	?	20%	-6%
Brc1ccc(-c2nc3ccccc3s2)s1	-15%	-6%	-8%	1%	5%	-14%	0%	161%[activator]	41%[activator]
Cc1c(C(=O)N2CCc3ccccc32)oc2ccccc12	-13%	7%	6%	/	9%	-3%	0%	165%[activator]	119%[activator]
Cc1nn2c(-c3ccc(F)cc3)ccnc2c1Cl	9%	-7%	11%[57.1 µM]	5%	19%	i	-25%	50%[activator]	7%
COc1cc2cc(CN(CCc3cccc(C)c3)C(=S)NCCCN(C)C)c(=O)[nH]c2cc1OC	-9%	-1%	?	1%	2%	-6%	?	21%	-21%
Cc1cc(N/C=C\C(=O)c2ccc(Cl)c(Cl)c2)no1	-1%	5%	31%[57.1 µM]	3%	15%	-10%	15%	0%	-9%
